LDHA block: blocks human lactate dehydrogenase A. purified LDHA, NADH/diaphorase-resazurin fluorescence; stronger effect = lower value. actives 0.15% (n = 480,000). AID 1347041. activity change, % (values are at about 110 or 230 µM). P00338; in the data active = activity change below about -30%; inconclusive = mostly about -25% to -30%;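 also: plate controls were DMSO wells for no effect and wells without enzyme for full effect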
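LDH5 2 nM; NADH 0.06 mM, pyruvate 0.2 mM; 200 mM Tris pH 7.4, EDTA, Tween-20; 5 min RT. Detection: diaphorase 0.133 mg/mL + resazurin 37 µM, fluorescence ex540/em590 at 0 and 20 min; normalized to enzyme-free and DMSO wells.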
12-LOX inh: ALOX12 (human) lipoxygenase inhibition; P18054; purified 12hLO, xylenol orange hydroperoxide absorbance; actives 1.1% (n = 580,000); AID 1671190; Potency, µM (highest dose often 108 µM), inactives show at the highest dose activity change, negative = inhibition, most hits filed as inhibitors; active = well fitted inhibition curve with a large enough effect; inconclusive = small, poorly fitted or top-dose-only effect, or another doubt; inactive = no such curve, though single readings can be large or run the other way; also: potency is read from the fitted curve at half-maximal effect
Target sequence (P18054 whole entry, looked up): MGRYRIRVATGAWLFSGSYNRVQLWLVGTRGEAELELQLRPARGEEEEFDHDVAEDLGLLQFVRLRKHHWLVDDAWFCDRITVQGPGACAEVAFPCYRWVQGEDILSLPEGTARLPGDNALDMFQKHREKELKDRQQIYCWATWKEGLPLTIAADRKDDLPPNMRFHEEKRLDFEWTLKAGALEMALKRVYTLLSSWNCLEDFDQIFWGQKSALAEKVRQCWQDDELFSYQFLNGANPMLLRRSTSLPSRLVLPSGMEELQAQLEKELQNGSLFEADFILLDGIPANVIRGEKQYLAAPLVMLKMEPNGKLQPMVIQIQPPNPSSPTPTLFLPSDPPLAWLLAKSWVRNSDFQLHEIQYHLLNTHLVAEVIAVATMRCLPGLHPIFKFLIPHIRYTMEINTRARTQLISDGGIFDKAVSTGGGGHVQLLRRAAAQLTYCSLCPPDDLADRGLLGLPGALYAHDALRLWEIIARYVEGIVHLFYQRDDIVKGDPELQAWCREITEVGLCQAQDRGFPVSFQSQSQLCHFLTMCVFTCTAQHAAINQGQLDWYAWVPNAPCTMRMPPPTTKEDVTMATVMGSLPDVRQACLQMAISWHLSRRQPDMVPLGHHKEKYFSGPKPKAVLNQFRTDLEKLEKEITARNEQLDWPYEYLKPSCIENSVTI
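Purified human 12hLO (150 nM final) in 25 mM Hepes, 0.01% Triton X-100, pH 7.0 was preincubated 15 min at room temperature with compound. Then 40 uM arachidonic acid was added, 30 min. Hydroperoxide was read by Fe-XO absorbance ratio 573/405 nm.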
* = called active by the depositor; ? = inconclusive; [ ] = another dose, or the depositor's remark. Unless noted, % is scaled to controls: 0 for no effect and ±100 for the full control effect. The list is partial; rates above refer to the full screens.

SMILES	LDHA block	12-LOX inh
Cc1ccc(NCCC(=O)c2cc3ccccc3o2)cc1Cl	-4	?
CCNS(=O)(=O)c1ccc(NC(=O)c2cccc(NC(=O)C(CC)CC)c2)cc1	-5	-13%
Cc1ccc(NC(=O)c2n[nH]c(=O)c3ccccc23)cc1S(=O)(=O)N1CCCCC1	-3	?
Cc1ccc(S(=O)(=O)Nc2nc3ccccc3nc2Nc2cccc(C(=O)O)c2)cc1	0	?
CSc1ccc(CN2C(=O)C(C)Sc3ccc(C(C)=O)cc32)cc1 (configuration not stated)	-11	3%
C=CC[N+](CC)(CC)CC#Cc1cccc(C)c1	-1	5%
CCCc1cc(=O)oc2cc(C)cc(OCC(=O)N[C@H](CO)[C@H](C)CC)c12	6	51%[activator]
C=CCN(CC=C)C(=O)c1cc(-c2ccc(OCC)cc2)nc2ccccc12	2	?
CCc1nc2c(OCc3cc(Cl)cc(Cl)c3)cccn2c1N(C)C(=O)c1ccc(C)cc1	1	?
CCc1ccc2[nH]c(C)c(CC(=O)NCc3ccc(C)o3)c2c1	5	?
CNc1ncnc2c1ncn2[C@H]1CN(CCN2CCOCC2)C[C@@H](CO)O1	-4	-2%
O=Cc1cnccc1-c1ccccc1	-1	-4%
COc1ccc2oc(=O)c(C(=O)NC(C)(C)CC(C)(C)C)cc2c1	5	1%
CCCCOc1ccc(C(=O)Nc2ccc3oc(=O)ccc3c2)cc1	-5	3%
Cc1ccc2oc(-c3ccccc3)cc(=NCCCCCC(=O)O)c2c1	6	2%
CN(CCC#N)C(=O)Cn1nc(C(=O)O)c2ccccc2c1=O	-10	-18%
Cc1cc(COc2ccc(C(=O)c3ccc(F)cc3)cc2)on1	0	-25%
COc1ccc(C(=O)C(C)Cl)cc1 (configuration not stated)	1	?
CSc1ccc(OC2(C)CCN(Cc3ccc(OC(C)C)cc3)C2)cc1 (configuration not stated)	-3	-12%
CCc1ccc(NC(=O)Cn2nc(-c3ccc(C)c(S(=O)(=O)N4CCOCC4)c3)ccc2=O)cc1	1	?
Cc1ccc2nc(C(=O)N3CCN(c4ccccc4F)CC3)cn2c1	1	?
Cc1ccc(NC(=O)C(=O)c2c[nH]c3ccccc23)cc1F	15	7%
Cc1cc(F)ccc1NC(=O)c1ccn(Cn2nnc(-c3ccccc3)n2)n1	8	-27%
O=C(NCc1ccc(S(=O)(=O)N2CCOCC2)cc1)c1ccc(Cl)cc1O	4	9%
CCOC(=O)c1ccc(NC(=S)NCCNC(C)=O)cc1	-1	2%
Cc1ccc(C(=O)N/N=C/c2cccc(C)c2)cc1	-4	8%
CC1(C(=O)NCc2cccc3ccccc23)CCN1Cc1ccccc1OC(F)F (configuration not stated)	-3	7%
CCOc1cc(/C=C2/NC(=O)NC2=O)cc(Cl)c1O	4	?
O=C(c1cc(-c2ccccc2)n[nH]1)N1CCN(C(=O)c2ccc(Br)o2)CC1	-12	?
COC(=O)[C@@]12C[C@@H](CC(=O)N3CCCC3)C(=O)N(Cc3ccc4c(c3)OCO4)C1=CCC(C)(C)C2	1	-3%
C(=C\c1ccccc1)/CN1CCN(C(CCc2ccccc2)c2nnnn2-c2ccc3c(c2)OCCO3)CC1 (configuration not stated)	-1	?
Cc1ccc(/C(O)=C2\C(=O)C(=O)NC2c2ccccc2)cc1 (configuration not stated)	2	?
CCC(C)Nc1nc2c(c(=O)n(C)c(=O)n2C)n1C(C)C (configuration not stated)	-7	-1%
COCCCn1c(C)cc(C(=O)Cn2nc(C(=O)O)c3ccccc3c2=O)c1C	-4	?
O=C(O)c1nccnc1C(=O)O	-1	?
CCC1(C)CC(=O)OC(=O)C1	5	-66%
COc1ccccc1NC1(c2nnnn2-c2cccc(C)c2)CCC(C)CC1 (configuration not stated)	-5	33%
O/N=C1\CCCOc2ccc(Br)cc21	-6	0%
COc1cc(NC(=O)C2(C)CCCN2C(=O)C(C)C)cc(OC)c1OC (configuration not stated)	-3	-20%
Cc1cc(F)ccc1-c1cc(C(=O)NCc2ccccc2)[nH]n1	-5	-4%
Cc1oc(-c2ccccc2)nc1CC(=O)Nc1ccccc1Cl	-19	-4%
CC(C)c1ccc(C(=O)N2CCN(C/C=C/c3ccccc3)CC2)cc1	8	-2%
CCOC(=O)CNC(=O)NCc1cccn1Cc1ccccc1	-3	-4%
CCc1ccc(Nc2c3c(nc4ccccc24)CCCC3)cc1	0	-23%
CCn1cc2nc(SCC(=O)N3CCCC3)n(Cc3ccc(C)cc3)c(=O)c2n1	-2	-3%
CC(C)COC(=O)C(C)Oc1ccc2c(=O)c(-c3ccccc3)coc2c1 (configuration not stated)	?	45%[activator]
CCCCNC(=O)C(NC(=O)c1cccc(C(F)(F)F)c1)C(=O)c1ccccc1 (configuration not stated)	-12	?
CCN(CC)S(=O)(=O)c1ccc(C)c(NC(=O)c2ccc(OC(F)F)cc2)c1	3	-5%
O=CN1CCN(C(=O)c2cc(-c3cccs3)nc3ccccc23)CC1	10	-24%
Cn1nc(C(=O)Nc2sc3c(c2C#N)CCCC3)c(Cl)c1C(F)(F)F	5	8%
Cc1oc(-c2ccccc2)nc1CC(=O)N1CCOCC1(C)C	2	-18%
CCCn1c(-c2ccc(OC(F)F)cc2)nc2c1c(=O)[nH]c(=O)n2Cc1ccccc1	8	?
Cc1ccc(C)c(C(C)NC(=O)c2cccc(F)c2)c1 (configuration not stated)	-6	0%
Cc1ccc(SCCC(=O)NNC(=O)c2ccncc2)cc1	-7	75%[activator]
CCOC(=O)[C@]12CCCC=C1N(Cc1ccccc1)C(=O)[C@H](CC(=O)N1CCCC1)C2	-8	-3%
CCOc1ccc(NC(=O)c2c(-n3cnnn3)sc(C)c2C)cc1	1	-11%
COc1cc(OC)cc(C(=O)/C(=C/c2ccccn2)c2nc3ccccc3o2)c1	9	?
CCC(CC)C(=O)Nc1ccc(N(C)C)cc1	15	?
O=C(O)C(c1c[nH]c2ccc(CO)cc12)N1CCN(CCNc2cc(=O)oc3ccccc23)CC1 (configuration not stated)	3	34%[activator]
O=C(NCc1cc2ccccc2[nH]1)c1cn[nH]n1	8	?

Some of these compounds in order of the 12-LOX inh value, rising:
Compound | 12-LOX inh
CCOc1ccc(NC(=O)c2c(-n3cnnn3)sc(C)c2C)cc1 | -11%
CCOC(=O)[C@]12CCCC=C1N(Cc1ccccc1)C(=O)[C@H](CC(=O)N1CCCC1)C2 | -3%
Cn1nc(C(=O)Nc2sc3c(c2C#N)CCCC3)c(Cl)c1C(F)(F)F | 8%

(listing goes on)
SMILES	LDHA block	12-LOX inh
CCCCOc1cccc(C(=O)Nc2ccc(OCCC)c3ncccc23)c1	-13	0%
Fc1ccc(-c2nc3c4ccccc4ccn3c2CC2CCCCC2)cc1	-4	-4%
Cc1ccc2oc(-c3ccc(Cl)cc3Cl)cc(=O)c2c1	-6	?
C=CCNC(=O)CCC1NC(=O)N(CCc2c[nH]c3ccc(F)cc23)C1=O (configuration not stated)	6	-8%
O=C(CCNS(=O)(=O)/C=C/c1ccccc1)Nc1ccc(Cl)cc1Cl	0	?
C#CCNC(=O)C(CCSC)NC(=O)c1ccc2ccccc2n1 (configuration not stated)	-21	-2%
C=CCOc1cccc(NC(=O)CCc2ccccc2)c1	3	5%
O=C(N1CCOCC1)C12OC3CC(CC(C3)O1)O2	-6	-6%
CCN(CC)Cc1ccc(CNS(=O)(=O)c2cccs2)cc1	0	-27%
O=C(COc1ccccc1)NCCc1csc(-c2cccnc2)n1	-6	19%
NCCC(=O)Nc1ccccn1	6	-72%
Cc1ccc(NC(=O)CSc2nccn2Cc2ccccc2Cl)cc1	2	17%
CCOC(=O)[C@]12CCCC=C1N(Cc1ccccc1)C(=O)[C@H](CC(=O)N1CCN(C(=O)c3ccco3)CC1)C2	-4	1%
CC(Sc1nc(C(F)(F)F)nc2ccccc12)C(=O)NCC1CCCCC1 (configuration not stated)	2	36%[activator]
CC1CN(CCOc2ccc(C#N)cc2)CCO1 (configuration not stated)	-8	-25%
COc1ccc(Cc2c(-c3ccc(C)cc3)nc3ccc(Cl)cn23)c(C)c1	-11	40µM*
O=C(Nc1ccc(-c2nc3ccccc3o2)cc1)c1ccc2ccccc2c1	4	9%
C=CCNC(=O)NC(=O)CN(CC(O)CC)c1ccccc1 (configuration not stated)	14	-23%
OC(COc1ccc(OCC(O)CN(Cc2ccccc2)Cc2ccccc2)cc1)CN(Cc1ccccc1)Cc1ccccc1 (configuration not stated)	-1	?
O=C(COC(=O)c1ccc(C(=O)c2ccccc2)cc1)c1ccc(-c2ccccc2)cc1	-13	21%
CCCCn1nc(C(=O)Nc2cc(F)ccc2C)c2ccccc2c1=O	12	0%
CCOc1ncccc1C(=O)N(Cc1nnc(-c2ccccc2Cl)o1)C(C)C	-3	6%
Cc1ccc(C)c(Nc2nc(NCc3ccco3)c3ccccc3n2)c1	6	?
COc1ccccc1CNC(=O)C1(C)CCN1Cc1ccc2ccccc2c1 (configuration not stated)	2	-7%

Laid out differently: entries from further up
Values in the order: LDHA block | 12-LOX inh
Fc1ccc(-c2nc3c4ccccc4ccn3c2CC2CCCCC2)cc1
→ -4 | -4%
Cc1ccc2oc(-c3ccc(Cl)cc3Cl)cc(=O)c2c1
→ -6 | ?
C=CCNC(=O)CCC1NC(=O)N(CCc2c[nH]c3ccc(F)cc23)C1=O (configuration not stated)
→ 6 | -8%
O=C(CCNS(=O)(=O)/C=C/c1ccccc1)Nc1ccc(Cl)cc1Cl
→ 0 | ?
C#CCNC(=O)C(CCSC)NC(=O)c1ccc2ccccc2n1 (configuration not stated)
→ -21 | -2%
C=CCOc1cccc(NC(=O)CCc2ccccc2)c1
→ 3 | 5%
O=C(N1CCOCC1)C12OC3CC(CC(C3)O1)O2
→ -6 | -6%
CCN(CC)Cc1ccc(CNS(=O)(=O)c2cccs2)cc1
→ 0 | -27%
O=C(COc1ccccc1)NCCc1csc(-c2cccnc2)n1
→ -6 | 19%
NCCC(=O)Nc1ccccn1
→ 6 | -72%
Cc1ccc(NC(=O)CSc2nccn2Cc2ccccc2Cl)cc1
→ 2 | 17%
CCOC(=O)[C@]12CCCC=C1N(Cc1ccccc1)C(=O)[C@H](CC(=O)N1CCN(C(=O)c3ccco3)CC1)C2
→ -4 | 1%
CC(Sc1nc(C(F)(F)F)nc2ccccc12)C(=O)NCC1CCCCC1 (configuration not stated)
→ 2 | 36%[activator]
CC1CN(CCOc2ccc(C#N)cc2)CCO1 (configuration not stated)
→ -8 | -25%
COc1ccc(Cc2c(-c3ccc(C)cc3)nc3ccc(Cl)cn23)c(C)c1
→ -11 | 40µM*
O=C(Nc1ccc(-c2nc3ccccc3o2)cc1)c1ccc2ccccc2c1
→ 4 | 9%
C=CCNC(=O)NC(=O)CN(CC(O)CC)c1ccccc1 (configuration not stated)
→ 14 | -23%
OC(COc1ccc(OCC(O)CN(Cc2ccccc2)Cc2ccccc2)cc1)CN(Cc1ccccc1)Cc1ccccc1 (configuration not stated)
→ -1 | ?
O=C(COC(=O)c1ccc(C(=O)c2ccccc2)cc1)c1ccc(-c2ccccc2)cc1
→ -13 | 21%
CCCCn1nc(C(=O)Nc2cc(F)ccc2C)c2ccccc2c1=O
→ 12 | 0%

Following part
SMILES	LDHA block	12-LOX inh
COC(=O)C(=O)CC(=O)c1ccc(Cl)s1	11	?
CCn1c(CN(c2ccccc2)S(C)(=O)=O)nnc1SCC(=O)c1cc(C)n(C2CC2)c1C	-2	-69%
Cc1ccc2c(-c3oc4ccccc4c3NC(=O)C3CC3)cc(=O)oc2c1	0	1%
COC(=O)Cc1ccc(OC2(C)CCN(Cc3csc4ccccc34)C2)cc1 (configuration not stated)	-1	-26%
Cc1cnc(NC(=O)C2(C)CCN2C(=O)C(C)C)s1 (configuration not stated)	-1	-36%
CCCCCc1ccc(C(=O)Cc2ccc(OCC)cc2)cc1	1	52%
Cc1oc(-c2ccccc2)nc1CC(=O)NC(C)C(C)C (configuration not stated)	3	0%
Cn1nc(C(=O)N(Cc2ccc(F)cc2)C2CC2)c2ccccc2c1=O	-7	?
COc1ccc(CCN(C)C(=O)c2cccc3c(=O)c(C)c(-c4ccccc4)oc23)cc1OC	12	20%
COc1ccc(S(=O)(=O)NC(=O)C2(C)CCN2C(=O)COc2ccc(Cl)cc2)cc1OC (configuration not stated)	-3	?
CCN(CC)CCNC(=O)Cc1nn(C)c(=O)c2ccccc12	12	?
COc1ccc(NC(=O)C2CC(=O)Nc3c(C)c(-c4ccc(C)cc4)nn32)cc1OC (configuration not stated)	4	-6%
O=C(Nc1ccccc1)c1cc(C2CCCCN2S(=O)(=O)Cc2cccc(C(F)(F)F)c2)on1 (configuration not stated)	0	10%
O=C(Nc1ccccc1)C1CCN(C(=O)CCc2ncc(-c3ccc(Cl)cc3)o2)CC1	11	-10%

Bioassay records (PubChem BioAssay)
